Source: PubChem BioAssay
PfHsp40 rescue: compounds rescuing yeast from Plasmodium falciparum HSP40 toxicity; S. cerevisiae expressing PfHsp40, growth rescue, ATP luminescence; growth rescue, % at 12.5 µM; actives 0.68% (n = 340,000); AID 504582; in the data active = growth rescue above about 28%, passing the limit was not always enough; inconclusive = no clear call, values can overlap the other calls;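 also: yeast W303a lacking pdr1 and pdr3 grown in galactose medium; growth measured after three days at 30 °C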
BoNT-A LC inh2: inhibitors of Botulinum neurotoxin A light chain protease | inhibition, % at 10 µM | multiplex microsphere protease substrate cleavage, flow cytometry | actives 0.17% (n = 360,000); also: plate controls were buffer without enzyme for full effect and enzyme alone for no effect
BoNT-F LC inh: inhibitors of Botulinum neurotoxin F light chain protease. Multiplex microsphere protease cleavage assay, flow cytometry. inhibition, % at 10 µM. actives 0.22% (n = 360,000). AID 588497; in the data active = inhibition above about 35%, passing the limit was not always enough; inconclusive = no clear call, values can overlap the other calls; also: plate controls were buffer without enzyme for full effect and enzyme alone for no effect
GDH-TPI counter: inhibits GDH-TPI coupling enzymes, artifact for Mtb FBA screen; actives 1.2% (n = 360,000); GDH-TPI coupled enzyme counterscreen, NADH absorbance; inhibition, % at 4.8 µM; in the data active = inhibition above about 30%;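 also: 0% = DMSO wells and 100% = wells lacking the enzyme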
Mtb FBA inh: Mtb fructose-bisphosphate aldolase inhibition | P9WQA3 | purified M. tuberculosis FBA, fluorescence read-out | inhibition, % at 1 µM | actives 2.3% (n = 360,000) | AID 588726; in the data active = inhibition above about 27%;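 also: 0% = vehicle and 100% = reference inhibitor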
Target sequence (P9WQA3 whole entry, looked up): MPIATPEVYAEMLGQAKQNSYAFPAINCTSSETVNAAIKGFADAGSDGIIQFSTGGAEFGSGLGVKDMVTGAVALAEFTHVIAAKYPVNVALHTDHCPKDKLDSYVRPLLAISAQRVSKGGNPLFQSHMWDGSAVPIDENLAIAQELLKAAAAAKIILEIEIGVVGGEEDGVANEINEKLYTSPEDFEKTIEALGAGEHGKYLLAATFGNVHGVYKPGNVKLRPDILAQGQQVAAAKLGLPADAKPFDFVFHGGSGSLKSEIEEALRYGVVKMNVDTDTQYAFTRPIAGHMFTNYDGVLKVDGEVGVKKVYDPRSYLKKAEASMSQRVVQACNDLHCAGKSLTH
FadD28 binding: M. tuberculosis FadD28 bisubstrate binding inhibition. inhibition, % at 12.5 µM. FadD28 bisubstrate probe binding, fluorescence polarization. AID 588549. actives 0.22% (n = 360,000); in the data active = inhibition above about 8.5%, passing the limit was not always enough; inconclusive = no clear call, values can overlap the other calls
Mtb BioA inh: blocks M. tuberculosis BioA enzyme activity; purified M. tuberculosis BioA enzyme, plate reader; inhibition, % at 9.99 µM; actives 0.096% (n = 360,000); in the data active = inhibition above about 40%; inconclusive = no clear call, values can overlap the other calls
Anthrax LF prot: anthrax lethal factor protease inhibition | multiplex microsphere protease cleavage assay, LF | inhibition, % at 10 µM | actives 0.12% (n = 360,000) | AID 588501; also: plate controls were buffer without enzyme for full effect and enzyme alone for no effect
Mtb UGM inh: blocks M. tuberculosis UGM enzyme; inhibition, % at 10 µM; actives 0.06% (n = 320,000); purified UGM, fluorescence polarization probe displacement; P9WIQ1; in the data active = inhibition above about 10%, passing the limit was not always enough; inconclusive = no clear call, values can overlap the other calls
Target sequence (P9WIQ1 whole entry, looked up): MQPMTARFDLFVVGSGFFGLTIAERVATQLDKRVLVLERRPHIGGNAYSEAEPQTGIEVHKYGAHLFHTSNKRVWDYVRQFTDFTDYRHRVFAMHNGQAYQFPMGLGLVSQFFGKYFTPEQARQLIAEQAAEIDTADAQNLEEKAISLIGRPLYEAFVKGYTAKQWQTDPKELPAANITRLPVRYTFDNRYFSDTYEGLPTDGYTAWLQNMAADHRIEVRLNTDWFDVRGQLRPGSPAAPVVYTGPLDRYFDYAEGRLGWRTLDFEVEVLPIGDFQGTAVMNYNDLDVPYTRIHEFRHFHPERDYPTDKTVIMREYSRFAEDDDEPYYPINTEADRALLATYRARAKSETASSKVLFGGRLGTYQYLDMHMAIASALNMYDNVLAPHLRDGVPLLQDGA
* hit, by the source's call; ? = inconclusive; · = not tested or not shown. Rule as the data show it, unless noted: active = inhibition above about 30%; inconclusive = no clear call, values can overlap the other calls; inactive = below that.

1. COC(=O)c1ccc(CNC(=O)c2cc(S(=O)(=O)NCc3ccccc3)ccc2C)cc1
2. CCC(C)(C)c1ccc(O)cc1
3. COc1cccc(-n2c(C)nn(C)c2=O)c1
4. COc1ccc(/C=N\NC(=O)CC(=O)Nc2cccc(Cl)c2)cc1OC
5. CCCN1CCN(C(=O)CS(=O)(=O)Cc2nc(-c3cccc(OC)c3)oc2C)CC1
6. Cc1cc(C(=O)OCC(=O)N2c3ccccc3CC2C)c(C)o1 (configuration not stated)
7. COc1ccc(Cc2noc(CN(C)CC(O)c3ccccc3)n2)cc1OC (configuration not stated)
8. Cc1ccc(C2=NN(C(=O)CCl)C(c3ccco3)C2)o1 (configuration not stated)
screen / no.	1	2	3	4	5	6	7	8
PfHsp40 rescue	·	-2.4	-0.7	-0.8	-0.9	3.0	-1.1	-0.8
BoNT-A LC inh2	0.1	-0.2	-1.1	-0.4	1.0	0.5	-0.6	-1.0
BoNT-F LC inh	0.6	3.6	-5.1	-1.4	5.5	0.0	-2.1	-3.1
GDH-TPI counter	10.1	1.4	-4.2	6.0	0.8	-11.0	-4.0	3.0
Mtb FBA inh	6.5	-0.1	-1.2	2.9	-1.7	-1.3	-0.2	1.8
FadD28 binding	-1.8	-1.5	-2.9	-0.9	-4.2	-7.0	-2.2	·
Mtb BioA inh	1.5	-3.6	-0.2	·	0.7	-0.6	·	·
Anthrax LF prot	2.4	-2.7	-3.6	-7.5	0.0	1.4	-2.4	1.3
Mtb UGM inh	·	0.3	-1.8	0.6	-0.1	0.4	-1.2	·

9. O=C(CN1C(=O)/C(=C/c2ccco2)SC1=S)Nc1ccc(C(=O)O)c(O)c1
10. O=[N+]([O-])c1ccc(Sc2nccn2Cc2ccccc2)cc1
11. Cc1ccc(C(C(=O)NC2CCCC2)N(Cc2ccccc2)C(=O)c2csnn2)o1 (configuration not stated)
12. S=c1[nH]nc(-c2ccco2)n1/N=C/c1ccccc1Cl
13. CC(C(=O)Nc1cc(C(F)(F)F)ccc1N1CCOCC1)N1C(=O)C2CCCCC2C1=O (configuration not stated)
14. COc1ccc(C(C#N)N2CCC(c3ccccc3)=N2)cc1 (configuration not stated)
15. COC(=O)c1ccc(S(=O)(=O)c2ccccc2)c(N)c1
16. Cc1cc(C)nc(NCC(O)COc2ccccc2C)n1 (configuration not stated)
screen / no.	9	10	11	12	13	14	15	16
PfHsp40 rescue	0.5	0.3	-0.4	-0.4	-0.7	0.2	-0.2	-1.5
BoNT-A LC inh2	0.3	-0.2	-3.6	-0.3	-0.4	0.1	0.1	0.2
BoNT-F LC inh	-9.1	-4.4	-3.0	-3.4	-4.3	14.2	18.1	-8.9
GDH-TPI counter	16.7	23.5	-0.8	-10.9	2.1	4.6	9.7	-9.7
Mtb FBA inh	-2.6	2.5	5.5	-4.6	-0.7	8.1	121.4*	-3.7
FadD28 binding	23.1*	0.4	-1.3	-3.3	0.2	2.3	-0.3	-1.9
Mtb BioA inh	3.1	0.5	-0.5	·	1.0	1.1	0.0	2.1
Anthrax LF prot	-0.9	-6.8	16.9	-0.7	-6.7	5.9	0.4	1.9
Mtb UGM inh	0.7	-0.4	0.8	1.6	0.7	-3.2	0.9	0.5

17. Cc1ccc(CC(=O)Nc2ccc(C(=O)N3CCOCC3)cc2)cc1
18. COc1cc(C(=O)NCC(c2ccccc2)N(C)C)ccc1OCc1c(C)noc1C (configuration not stated)
19. CC(C)C(=O)Nc1ccc2c3c(cccc13)CC2
20. CCOC(=O)c1nnn2c1nc(SCC(C)=O)c1ccccc12
21. O=C(NNC(=O)c1ccc(Br)s1)c1cccc(Cl)c1
22. COc1ccccc1C(=O)OCC(=O)Nc1ccc(OC(F)F)cc1
23. CCCCCC1CC(=O)N(Cc2ccc(Cl)cc2)C(=O)N1 (configuration not stated)
24. CCCCN(CC)CCNC(=O)CN1C(=O)COc2ccc(S(=O)(=O)N3CCCC3)cc21
screen / no.	17	18	19	20	21	22	23	24
PfHsp40 rescue	-0.7	0.8	-0.4	·	1.0	0.7	4.8	-0.1
BoNT-A LC inh2	-1.8	2.3	-1.4	-0.1	-0.4	0.3	-0.1	0.0
BoNT-F LC inh	0.6	6.3	-8.7	-4.6	-0.7	1.3	-11.2	6.1
GDH-TPI counter	6.2	-4.2	8.0	15.5	1.0	-1.9	-0.5	-1.9
Mtb FBA inh	-0.7	1.4	-0.4	2.4	-4.0	0.7	-1.5	3.4
FadD28 binding	-2.0	-2.6	-0.4	-2.6	1.7	-0.6	-0.9	-1.9
Mtb BioA inh	-3.2	1.1	-0.1	2.0	-0.7	-0.2	·	1.2
Anthrax LF prot	-4.1	10.5	-2.7	-3.0	-6.4	-0.3	-1.3	2.5
Mtb UGM inh	0.0	-1.4	·	-0.8	-1.5	-2.0	-1.2	4.7

25. CS(=O)(=O)c1ccccc1-c1nc(-c2cc(C(F)(F)F)cc(C(F)(F)F)c2)no1
26. O=C(O)CSc1nnc(-c2ccncc2)n1Cc1ccccc1
27. O=C(Nc1ccc(Nc2ccccc2)cc1)c1ccc(Cl)c([N+](=O)[O-])c1
28. CCC1=Nc2cc(C(=O)NCCN3CCCC3)ccc2Sc2ccccc21
29. O=C(Oc1cccc(Oc2ccccc2)c1)N1CCOCC1
30. COC(=O)/C=C1/SC(=NC(=O)c2ccc(OC)cc2)NC1=O
31. COc1ccc(S(=O)(=O)N(C)CC(=O)NCCCn2ccnc2)cc1Cl
32. C[C@H]1[C@H](C)CC[C@]2(C(=O)O)CC[C@]3(C)C(=CC[C@@H]4[C@@]5(C)C[C@@H](O)[C@H](O)C(C)(C)[C@@H]5CC[C@]43C)[C@H]12
screen / no.	25	26	27	28	29	30	31	32
PfHsp40 rescue	-0.3	0.5	7.5	-0.5	-0.5	0.8	-0.9	1.0
BoNT-A LC inh2	0.4	-0.1	3.4	0.9	-0.2	0.7	0.5	-2.7
BoNT-F LC inh	0.9	-6.8	?	-4.5	-4.6	2.6	4.5	-31.8
GDH-TPI counter	10.3	-6.8	1.6	-5.5	-7.0	12.9	1.9	20.2
Mtb FBA inh	2.3	4.3	0.3	1.0	-0.6	1.1	-2.6	4.7
FadD28 binding	-0.4	-2.4	0.4	-5.6	-1.3	-2.5	-0.8	-3.2
Mtb BioA inh	·	5.6	3.7	-2.4	1.5	0.2	-0.4	-3.3
Anthrax LF prot	-2.3	-4.2	-2.6	-2.9	-1.3	2.4	-0.9	-11.3
Mtb UGM inh	-0.1	-1.7	0.9	-1.0	-2.2	0.6	-0.5	2.7

Some of these compounds in order of heavy-atom count, falling:
25. CS(=O)(=O)c1ccccc1-c1nc(-c2cc(C(F)(F)F)cc(C(F)(F)F)c2)no1
27. O=C(Nc1ccc(Nc2ccccc2)cc1)c1ccc(Cl)c([N+](=O)[O-])c1
26. O=C(O)CSc1nnc(-c2ccncc2)n1Cc1ccccc1
screen / no.	25	27	26
PfHsp40 rescue	-0.3	7.5	0.5
BoNT-A LC inh2	0.4	3.4	-0.1
BoNT-F LC inh	0.9	?	-6.8
GDH-TPI counter	10.3	1.6	-6.8
Mtb FBA inh	2.3	0.3	4.3
FadD28 binding	-0.4	0.4	-2.4
Mtb BioA inh	·	3.7	5.6
Anthrax LF prot	-2.3	-2.6	-4.2
Mtb UGM inh	-0.1	0.9	-1.7

Other results
33. COC(=O)c1cc(C)ccc1/C=C1/Cc2c(C)cc(C)cc2C1=O
34. Cc1[nH]c2ccccc2c1/C=N/Nc1nc(Nc2ccccc2)nc(N2CCOCC2)n1
35. CCc1ccc(-c2nc(SCC(=O)N(CC)C3CCS(=O)(=O)C3)n[nH]2)cc1 (configuration not stated)
36. O=C(NCc1nc2ccccc2[nH]1)C1=C[C@@H](c2ccc(Br)cc2)C[C@@H](OCCCCO)O1
37. COc1ccc2oc(C(=O)OCC(=O)Nc3ccc(C)c(S(=O)(=O)N4CCOCC4)c3)c(C)c2c1
38. CCCCC(=O)N/N=C/c1ccc(-c2ccc([N+](=O)[O-])cc2)o1
39. CCOc1ccccc1C(=O)N/N=C/c1cccc2cccnc12
40. CCn1nc(C(=O)OCC(=O)NC(C)C)c2ccccc2c1=O
screen / no.	33	34	35	36	37	38	39	40
PfHsp40 rescue	0.2	0.6	1.1	2.6	·	1.1	0.9	0.9
BoNT-A LC inh2	-0.1	-0.3	1.0	-0.2	0.0	12.8	-0.2	0.2
BoNT-F LC inh	-1.0	-1.8	7.6	-2.8	-4.0	1.8	-25.6	3.1
GDH-TPI counter	7.8	27.8	5.2	11.8	10.2	7.4	17.9	-1.3
Mtb FBA inh	4.8	-1.3	4.3	2.1	25.5	-4.7	-2.6	-1.2
FadD28 binding	-1.5	-3.4	-0.3	-19.3	-1.9	0.1	-5.6	-2.7
Mtb BioA inh	·	-1.1	·	3.2	-0.7	·	-0.7	·
Anthrax LF prot	-4.2	-5.2	-1.8	-2.2	-3.1	6.9	-2.6	-4.7
Mtb UGM inh	·	2.6	·	2.5	·	0.7	1.0	-0.6

41. CC(C)N(CC#CCC(O)(c1ccccc1)C1CCCC1)CCO (configuration not stated)
42. CC(C)N(C(=O)CN1C(=O)NC(c2ccccc2)(c2ccccc2)C1=O)C(C)C
43. CC1(C(=O)Nc2ccc(F)cc2F)CCN1C(=O)Cc1ccccc1Cl (configuration not stated)
44. O=C(CNC(=O)c1cccs1)Nc1ccc(N2CCOCC2)cc1
45. Cc1ccc(-c2nc(N)sc2-c2ccc(C)cc2)cc1
46. COC(=O)N1CCCCC1c1cc(C(=O)NCc2cccnc2)no1 (configuration not stated)
47. CC(C)(C)NC(=O)C(c1ccc(F)cc1)N(CCc1ccccc1)C(=O)c1ccn[nH]1 (configuration not stated)
48. O=S(=O)(NC1CC2CCC1C2)c1ccc(Br)s1 (configuration not stated)
screen / no.	41	42	43	44	45	46	47	48
PfHsp40 rescue	0.0	-1.1	·	1.8	1.7	·	0.0	0.6
BoNT-A LC inh2	0.0	-3.0	-0.5	-0.5	-1.0	-0.6	-1.8	-0.1
BoNT-F LC inh	-6.3	-27.6	4.8	-15.6	-4.4	0.8	2.2	?
GDH-TPI counter	-0.3	-11.9	4.9	4.2	3.4	-2.6	-6.7	-6.6
Mtb FBA inh	-1.5	-3.0	1.7	-1.1	4.3	-0.9	3.8	3.0
FadD28 binding	2.0	-2.9	0.4	-0.8	1.3	-2.3	-4.3	0.0
Mtb BioA inh	·	·	1.3	-0.9	·	-0.2	·	-1.3
Anthrax LF prot	-3.1	13.0	4.1	-5.2	-3.1	1.2	3.7	-5.0
Mtb UGM inh	4.4	0.2	·	0.0	·	·	0.6	0.1

49. O=C(CSc1nnc(CNC(=O)c2c(F)cccc2F)o1)NCc1ccccc1Cl
50. CCN(Cc1ccncc1)C(=O)c1ccc(C)c(S(=O)(=O)N2CCCCC2)c1
51. Cc1ccc(Nc2nc3nonc3[nH]c2=O)cc1
52. COc1ccc(N2C(=O)CC(SCCc3nc4ccccc4[nH]3)C2=O)cc1 (configuration not stated)
53. CCOc1ccc(S(=O)(=O)Nc2cccc(C(=O)NCC3(N4CCCCC4)CCCCC3)c2)cc1
screen / no.	49	50	51	52	53
PfHsp40 rescue	1.5	1.0	-1.1	0.5	2.3
BoNT-A LC inh2	-5.2	1.3	-0.5	3.9	·
BoNT-F LC inh	-6.4	-2.0	-7.0	4.3	·
GDH-TPI counter	6.5	-5.4	25.6	-3.5	0.0
Mtb FBA inh	3.5	2.6	1.1	-0.3	0.0
FadD28 binding	-1.5	·	-0.2	-2.7	-2.1
Mtb BioA inh	-0.3	14.1	-8.9	-0.1	·
Anthrax LF prot	-2.5	-5.0	-0.2	-0.1	·
Mtb UGM inh	0.3	1.6	-0.6	5.4	-1.5

As a short view, 2 of the compounds above:
52. COc1ccc(N2C(=O)CC(SCCc3nc4ccccc4[nH]3)C2=O)cc1 (configuration not stated)
53. CCOc1ccc(S(=O)(=O)Nc2cccc(C(=O)NCC3(N4CCCCC4)CCCCC3)c2)cc1
screen / no.	52	53
PfHsp40 rescue	0.5	2.3
BoNT-A LC inh2	3.9	·
BoNT-F LC inh	4.3	·
GDH-TPI counter	-3.5	0.0
Mtb FBA inh	-0.3	0.0
FadD28 binding	-2.7	-2.1
Mtb BioA inh	-0.1	·
Anthrax LF prot	-0.1	·
Mtb UGM inh	5.4	-1.5
